Source: PubChem BioAssay (National Center for Advancing Translational Sciences (NCATS))
DT40 TDP1 CPT = DT40-hTDP1 cell growth loss with CPT; chicken DT40 Tdp1-/-;hTDP1 cells + 20 nM CPT, ATP luminescence, 48 h; Potency, µM (series often up to 46.2 µM), without a hit: at the top dose activity change, negative = growth inhibition, actives largely listed as inhibitors; 420,000 tested, 12% active; AID 686979; further: nearly all actives have a fitted effect of over 55% in size
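Cell growth measured by CellTiter-Glo luminescence after a minimum 48 h, 37 C compound exposure with 20 nM CPT in Tdp1-knockout DT40 cells stably expressing hTDP1, seeded 400/well; qHTS titration format.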
FEN1 inhibitor = inhibitors of human flap endonuclease 1. Recombinant FEN1 flap cleavage, fluorescence, 15 min. Potency, µM (top dose mostly 114 µM), without a hit: top-dose activity change, negative = inhibition, usual class: inhibitors. 390,000 tested, 0.35% active. AID 588795; further: nearly all actives have a fitted effect of over 65% in size
Target sequence (P39748 whole entry, looked up): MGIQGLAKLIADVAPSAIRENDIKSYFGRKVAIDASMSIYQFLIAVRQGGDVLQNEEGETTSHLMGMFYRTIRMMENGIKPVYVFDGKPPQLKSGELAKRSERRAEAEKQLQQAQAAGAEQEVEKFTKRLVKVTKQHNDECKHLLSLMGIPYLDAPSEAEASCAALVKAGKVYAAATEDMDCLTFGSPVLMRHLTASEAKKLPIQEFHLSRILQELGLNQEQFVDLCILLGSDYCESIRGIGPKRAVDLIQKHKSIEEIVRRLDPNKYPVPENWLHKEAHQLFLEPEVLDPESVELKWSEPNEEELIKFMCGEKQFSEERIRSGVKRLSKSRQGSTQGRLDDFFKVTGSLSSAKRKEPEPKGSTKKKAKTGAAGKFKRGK
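Steps: FEN1 (10 nM) dispensed; compound added by pin tool; 15 min at room temperature; substrate added to 50 nM final; reads at 0 min and 15 min; data normalized and fitted (four-parameter Hill).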
N370S GC mod = N370S glucocerebrosidase modulation, Gaucher chaperone candidate | P04062 | Potency, µM (highest dose often 59.4 µM), inactives show top-dose activity change, negative = inhibition, actives largely listed as inhibitors | N370S GC spleen homogenate, 4MU-glucoside fluorescence | 330,000 tested, 0.092% active;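 further: 0% = full enzyme activity and -100% = no enzyme basal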
The depositor's hits bear a star; ? = inconclusive; · = not tested or not shown. The call rests on the fitted dose curve; in most records, active means well fitted curve in the direction sought with a large enough effect; inconclusive means small, poorly fitted or top-dose-only effect, or another doubt; inactive means no such curve, though single readings can be large; an effect the other way counts as inactive or inconclusive. Unless noted, on the % scale 0 is the no-effect control and ±100 the full control effect; potency means the concentration at half of the fitted maximal effect. Some of the compounds tested; rates above refer to the full screens.

Order of results: DT40 TDP1 CPT, FEN1 inhibitor, N370S GC mod
- COc1ccc(-c2nc(N3CCN(C)CC3)sc2-c2ccc(OC)cc2)cc1
    ?, -10%, ?
- COc1ccc(/C=C2/CCCC(C(=O)C(F)(F)F)=C2O)cc1OC
    23µM*, 5%, 5%
- O=C(O[C@H]1[C@H](Cc2ccccc2)NS(=O)(=O)[C@H]2CC3C=C[C@]12O3)c1ccc(Br)cc1
    ?, -14%, ·
- CCc1c(C)c(C#N)c2nc3ccccc3n2c1NCc1ccco1
    23µM*, 2%, ?
- CCn1c(=O)cc(SCC(=O)Nc2cc(OC)c(OC)c(OC)c2)c2ccccc21
    23µM*, -14%, ?
- COc1ccccc1CNC(=O)c1cc2ccc3ccc(C)[nH]c3c2n1
    18µM*, 13%, ·
- CCCCn1cc(S(=O)(=O)c2ccccc2)c(=O)c2cc(F)c(N3CCC(C)CC3)cc21
    ?, -9%, ·
- CC(C)(C)NC(=O)C(c1ccc(F)cc1)N(Cc1ccco1)C(=O)CCC(=O)Nc1ccccn1 (stereo unspecified)
    1%, -11%, -3%
- O=C(NCCc1ccccc1)C1CCN(C(=O)c2ccc(F)cc2)CC1
    ?, -1%, -1%
- O=C(Nc1ccc(Cl)c(Cl)c1)C1CCCCC1
    ?, 7%, -1%
- CCOc1ccc(-c2nc(C#N)c(NCc3ccco3)o2)cc1
    21µM*, -3%, -9%
- O=C(NCCCn1ccnc1)c1cc(-c2ccc(Cl)cc2)nc2ccccc12
    ?, -9%, -11%
- O=C(COC(=O)c1ccc(Cl)cc1O)NC(=O)C1CCCCC1
    4%, -1%, 10%
- O=C(CCNS(=O)(=O)c1ccc(OC(F)(F)F)cc1)N1CCN(S(=O)(=O)c2cccc(F)c2)CC1
    ?, 2%, -5%
- O=C1C2C3C=CC(C3)C2C(=O)N1c1cccc(-c2nc3ccccc3o2)c1 (stereo unspecified)
    -5%, -9%, -1%
- Cc1nn(Cc2ccccc2Cl)c(C)c1NC(=O)CCCn1nc([N+](=O)[O-])c(Cl)c1C
    ?, 1%, 1%
- CCS(=O)(=O)NCC(c1cccnc1)N1CCN(c2ccc(OC)cc2)CC1 (stereo unspecified)
    1%, 5%, 12%
- CCOC(=O)c1c(NC(=O)COc2ccc3ccc(=O)oc3c2)sc(C(=O)N(C)C)c1C
    ?, -1%, -15%
- COC(=O)CCC(=O)Nc1cccc2c(NC(=O)CCC(=O)OC)cccc12
    4%, -7%, 14%
- O=C(NCc1ccccc1)c1ccc(CSc2nc3cccnc3n2Cc2ccccc2)cc1
    4.6µM*, 12%, ·
- COc1ccc(CNC(=O)C(C)OC(=O)c2cccc(N(C)C)c2)cc1 (stereo unspecified)
    -18%, -4%, ·
- COc1ccc(Cl)cc1NC(=O)C1CCN(S(=O)(=O)c2ccc(F)cc2)CC1
    ?, ?, ·
- COc1ccc(NC(=O)CN(C)C(=O)CCSc2ccc(C)cc2)cc1
    -22%, 5%, -6%
- Cc1ccc(CN2CCNC(=O)C2CC(=O)NCCCn2ncc3ccccc32)o1 (stereo unspecified)
    -28%, -4%, -9%
- CCOc1ccc(C2CC(c3c(O)c4ccccc4oc3=O)=NN2c2ccccc2)cc1OC (stereo unspecified)
    5%, -4%, 11%
- Cc1ccc(-c2nc(CNC(=O)c3ccco3)cs2)cc1
    ?, -19%, 1%
- O=C1CN(C(=O)CN2C(=O)NC(c3ccccc3)(c3ccccc3)C2=O)c2ccccc2N1
    -28%, 4%, ·
- CCOc1ccc(NC(=O)CSc2nc3ccccc3c(=O)n2CCCC(=O)NCC2CCCO2)cc1 (stereo unspecified)
    -9%, 17%, 1%
- Cc1cccc(-n2cnc3cc(C(=O)N4CCc5ccccc54)ccc32)c1
    -13%, -6%, 12%
- CC(C)(C)c1ccc(C(=O)NCc2nnc(SCC(=O)NCC3CCCO3)o2)cc1 (stereo unspecified)
    -4%, -5%, -17%
- CCN(CC)C1CCN(C(=O)c2cc(COc3ccc(F)cc3Cl)on2)C1 (stereo unspecified)
    -30%, -4%, 1%
- COc1ccc(-c2nn(CC(=O)NC3CCCC3)c3c2cnc2ccc(F)cc23)cc1
    -7%, 1%, ·
- O=C(NCc1ccccc1)C(=O)Nc1ccc2nc3n(c(=O)c2c1)CCCCC3
    1%, 2%, ·
- CCOC(=O)c1nn(-c2ccccc2Cl)c(=O)cc1OCC(=O)Nc1cccc(OC)c1
    -2%, -3%, 5%
- CCOC(=O)C1=C(C)N=C2SC(C)C(=O)N2C1/C=C/c1ccccc1OC (stereo unspecified)
    -10%, -5%, 1%
- Cc1cc(NC(=O)CSc2c[nH]c3ccccc23)no1
    3%, -6%, -1%
- Cc1ccc(-n2c(C)nnc2SCC(=O)N2CCc3ccccc3C2)cc1
    -8%, -1%, 8%
- CCOc1ccc(N=Nc2c(=O)[nH]n3c(=O)c4c([nH]c23)CCCC4)cc1
    -15%, -7%, 1%
- Nc1cc(Cl)ccc1N1CCOCC1
    ?, 0%, 0%
- CN(C(=O)C1CCC(=O)N(Cc2ccccc2F)C1)C1CCOCC1 (stereo unspecified)
    8%, 1%, 1%
- CC(C)CC(=O)NC(=S)Nc1nc(-c2ccccc2)cs1
    ?, -2%, 9%
- COc1cccc(/C=C/C(=O)OCC(=O)N2CCCc3ccccc32)c1
    10%, -7%, -6%
- CCNNC(=O)C(O)(c1cccc(C)c1)c1cccc(C)c1
    -19%, -8%, 3%
- CCn1ncc([N+](=O)[O-])c1C(=O)Nc1c(C)nn(Cc2ccc(F)cc2)c1C
    -2%, -3%, 7%
- Oc1ccc(C[C@@H]2CNCCN2CCC23CC4CC(CC(C4)C2)C3)cc1
    16µM*, 0%, -26%
- CCOc1cc(/C=N\NC(=O)c2ccc(NC(=O)C(C)(C)C)cc2)ccc1OC(=O)c1ccc(C)cc1
    ?, -4%, -10%
- O=C(Nc1ccc(Cl)cc1)c1ccc2oc(=O)n(Cc3ccccc3)c2c1
    ?, 2%, ·
- CCOC(=O)CC(NS(=O)(=O)c1ccc(OC)c(C)c1)c1cccc([N+](=O)[O-])c1 (stereo unspecified)
    -5%, 2%, 5%
- Cc1cc(C)n(S(=O)(=O)c2cc(C)c(C)cc2C)n1
    -6%, 13%, 9%
- O=c1c2oc3ccccc3c2n(Cc2ccccc2F)c(=O)n1Cc1ccccc1
    -21%, 13%, ·

Some of the entries above, reformatted:
Molecule	DT40 TDP1 CPT	FEN1 inhibitor	N370S GC mod
CCOC(=O)CC(NS(=O)(=O)c1ccc(OC)c(C)c1)c1cccc([N+](=O)[O-])c1 (stereo unspecified)	-5%	2%	5%
Cc1cc(C)n(S(=O)(=O)c2cc(C)c(C)cc2C)n1	-6%	13%	9%
O=c1c2oc3ccccc3c2n(Cc2ccccc2F)c(=O)n1Cc1ccccc1	-21%	13%	·

Some of these compounds in order of SMILES length, rising:
Order of results: DT40 TDP1 CPT, FEN1 inhibitor, N370S GC mod
- Nc1cc(Cl)ccc1N1CCOCC1
    ?, 0%, 0%
- Cc1cc(NC(=O)CSc2c[nH]c3ccccc23)no1
    3%, -6%, -1%
- Cc1ccc(-c2nc(CNC(=O)c3ccco3)cs2)cc1
    ?, -19%, 1%
- CC(C)CC(=O)NC(=S)Nc1nc(-c2ccccc2)cs1
    ?, -2%, 9%
- CCNNC(=O)C(O)(c1cccc(C)c1)c1cccc(C)c1
    -19%, -8%, 3%
- CN(C(=O)C1CCC(=O)N(Cc2ccccc2F)C1)C1CCOCC1 (stereo unspecified)
    8%, 1%, 1%
- Cc1ccc(-n2c(C)nnc2SCC(=O)N2CCc3ccccc3C2)cc1
    -8%, -1%, 8%
- Cc1cccc(-n2cnc3cc(C(=O)N4CCc5ccccc54)ccc32)c1
    -13%, -6%, 12%
- O=C(Nc1ccc(Cl)cc1)c1ccc2oc(=O)n(Cc3ccccc3)c2c1
    ?, 2%, ·
- Oc1ccc(C[C@@H]2CNCCN2CCC23CC4CC(CC(C4)C2)C3)cc1
    16µM*, 0%, -26%
- CCOC(=O)C1=C(C)N=C2SC(C)C(=O)N2C1/C=C/c1ccccc1OC (stereo unspecified)
    -10%, -5%, 1%
- CC(C)(C)c1ccc(C(=O)NCc2nnc(SCC(=O)NCC3CCCO3)o2)cc1 (stereo unspecified)
    -4%, -5%, -17%
- COc1ccc(-c2nn(CC(=O)NC3CCCC3)c3c2cnc2ccc(F)cc23)cc1
    -7%, 1%, ·
- CCOc1ccc(C2CC(c3c(O)c4ccccc4oc3=O)=NN2c2ccccc2)cc1OC (stereo unspecified)
    5%, -4%, 11%
- CCOC(=O)c1nn(-c2ccccc2Cl)c(=O)cc1OCC(=O)Nc1cccc(OC)c1
    -2%, -3%, 5%
- CCn1ncc([N+](=O)[O-])c1C(=O)Nc1c(C)nn(Cc2ccc(F)cc2)c1C
    -2%, -3%, 7%
- CCOc1ccc(NC(=O)CSc2nc3ccccc3c(=O)n2CCCC(=O)NCC2CCCO2)cc1 (stereo unspecified)
    -9%, 17%, 1%
- O=C1CN(C(=O)CN2C(=O)NC(c3ccccc3)(c3ccccc3)C2=O)c2ccccc2N1
    -28%, 4%, ·
- CCOC(=O)CC(NS(=O)(=O)c1ccc(OC)c(C)c1)c1cccc([N+](=O)[O-])c1 (stereo unspecified)
    -5%, 2%, 5%
- CCOc1cc(/C=N\NC(=O)c2ccc(NC(=O)C(C)(C)C)cc2)ccc1OC(=O)c1ccc(C)cc1
    ?, -4%, -10%

More compounds:
Order of results: DT40 TDP1 CPT, FEN1 inhibitor, N370S GC mod
- C/C(=N\N=C1/NC(=O)C(C)S1)c1ccc([N+](=O)[O-])cc1 (stereo unspecified)
    0%, -2%, -6%
- Cc1ccc(S(=O)(=O)N2CCCC2C(=O)NC2CCCCC2)cc1 (stereo unspecified)
    ?, -8%, 3%
- CCOC(=O)N1CCN(C(=O)c2cc3cc(Br)ccc3oc2=O)CC1
    ?, -2%, -19%
- COCCn1c(C)cc(O)c(C(c2ccc(C)cc2)N2CCCCC2)c1=O (stereo unspecified)
    8%, 3%, ·
- CN1CCN(c2oc(-c3ccc(OCc4ccc(Cl)cc4)cc3)nc2C#N)CC1
    ?, -11%, ·
- O=C(O)/C(=C/c1ccco1)NC(=O)c1ccc(Br)o1
    16%, -2%, -13%
- C[C@@]12CCC=C[C@H]1[C@H](c1ccccc1Br)N(Cc1ccccc1)C2=O
    ?, -3%, 26%
- Cc1ccccc1CNc1nc(N)n(-c2ccccc2)n1
    -2%, 21%, 7%
- COc1ccc2oc(-c3ccc(O)cc3)cc(=O)c2c1
    ?, ·, -28%
- COc1ccccc1-c1nnc(SCC(=O)NC2CCCCC2)o1
    ?, 1%, -10%
- O=C(CCN1C(=O)[C@@H]2Cc3ccccc3CN2C1=O)N[C@@H](C(=O)O)c1ccccc1
    -7%, 8%, 0%
- CN(C)C(=O)CCC(=O)N1CCCC(C(=O)c2ccc3c4c(cccc24)CC3)C1 (stereo unspecified)
    ?, -12%, -4%
- CC1CCC(NC(=O)COC(=O)CSc2ccc(C(N)=O)cc2[N+](=O)[O-])CC1 (stereo unspecified)
    8%, 0%, -5%
- Cc1ccc(S(=O)(=O)N2CCc3ccccc3C2CN2C(=O)c3ccccc3C2=O)cc1 (stereo unspecified)
    22µM*, -16%, 13%
- O=C(c1cccs1)N1CCC(c2nc3c(nnn3Cc3ccccc3Cl)c(=O)[nH]2)CC1
    -5%, -2%, -7%
- CC(OC(=O)C1CC(=O)N(Cc2ccco2)C1)C(=O)Nc1ccccc1[N+](=O)[O-] (stereo unspecified)
    -29%, 1%, ·
- Cc1cccc(NC(=O)N(Cc2cc3cc(C)cc(C)c3[nH]c2=O)CC2COCCO2)c1 (stereo unspecified)
    ?, -15%, 21%
- CCC(=O)NC(=S)Nc1ccc(NC(=O)c2ccco2)c(Cl)c1
    19%, 6%, 6%
- Cc1nc(N=C(N)N)nc2c(C)cccc12
    ?, 35µM*, -4%
- O=C(CSc1ncnc2c1cnn2-c1ccc(F)cc1)NCc1ccc2c(c1)OCO2
    4%, -4%, 11%
- CCOC(=O)C(C)(C)n1nnc(-c2ccc([N+](=O)[O-])cc2)n1
    -3%, -1%, 8%
- O=c1nccc(N/N=C/c2cccc(O)c2)[nH]1
    3%, -1%, -13%
- COc1ccc(CN2CCN(c3ncccn3)CC2)c(C)c1C
    -29%, 1%, 1%
- COc1ccccc1NCCC(=O)OCC(=O)Nc1cccc(S(=O)(=O)N(C)C)c1
    -18%, -21%, ·
- CCCCCN=Cc1c(C)[nH]n(-c2nc3ccccc3s2)c1=O
    2.1µM*, 12%, -8%
- CC1(C2CC2)NC(=O)N(CC(=O)NCc2ccc(Cl)cc2Cl)C1=O (stereo unspecified)
    -3%, 16%, ·
- CC(C)CN1C(=O)c2ccc(C(=O)Nc3ccc(OCC(=O)O)cc3)cc2C1=O
    -6%, 0%, -26%
- Cc1ccc(-c2nnc(SCC(=O)N/N=C/c3ccccc3C(=O)O)n2-c2ccc(C)cc2)cc1
    -13%, 9%, 1%
